# E-selectin induc = induces E-selectin expression in human endothelial cells. AID 686992. HUVEC E-selectin immunofluorescence imaging; normalized: neutral wells 0, TNF-alpha wells 100. 260,000 compounds, 0.37% hits. P16581. activation, % at 7.58 µM;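 active = mean E-selectin-positive cell signal at least 10% of the positive control, reached in at least 60% of replicates, without over 20% cell loss; inconclusive = no rule given, readout overlaps actives, possibly toxicity-flagged; inactive = the rest, including those meeting only one limit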;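 also: in these data hits start at about 27%; measured in HUVEC primary endothelial cells; signal is the percent of cells scored E-selectin positive by PE staining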
#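 Read-out: % PE-positive cells | Test system: HUVEC | Doses: One compound dose added by pin transfer | Buffer or medium: EGM-2 over gelatin coat | Signal: Immunofluorescence imaging | Benchmarks: TNF-alpha, DMSO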
# ERAP1 inh = blocks human ERAP1 aminopeptidase activity. 340,000 compounds, 0.15% hits. inhibition, % at 10.7 µM. AID 652197. recombinant ERAP1, Leu-AMC fluorescence, 60 min. Q9NZ08;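 active = mean replicate inhibition of at least 30%, or all replicates individually reaching that 30% level; inactive = mean below 30% and not every replicate reaching it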;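 also: 0% = neutral control wells and 100% = L-leucinethiol positive control wells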
# Target sequence (Q9NZ08 whole entry, looked up): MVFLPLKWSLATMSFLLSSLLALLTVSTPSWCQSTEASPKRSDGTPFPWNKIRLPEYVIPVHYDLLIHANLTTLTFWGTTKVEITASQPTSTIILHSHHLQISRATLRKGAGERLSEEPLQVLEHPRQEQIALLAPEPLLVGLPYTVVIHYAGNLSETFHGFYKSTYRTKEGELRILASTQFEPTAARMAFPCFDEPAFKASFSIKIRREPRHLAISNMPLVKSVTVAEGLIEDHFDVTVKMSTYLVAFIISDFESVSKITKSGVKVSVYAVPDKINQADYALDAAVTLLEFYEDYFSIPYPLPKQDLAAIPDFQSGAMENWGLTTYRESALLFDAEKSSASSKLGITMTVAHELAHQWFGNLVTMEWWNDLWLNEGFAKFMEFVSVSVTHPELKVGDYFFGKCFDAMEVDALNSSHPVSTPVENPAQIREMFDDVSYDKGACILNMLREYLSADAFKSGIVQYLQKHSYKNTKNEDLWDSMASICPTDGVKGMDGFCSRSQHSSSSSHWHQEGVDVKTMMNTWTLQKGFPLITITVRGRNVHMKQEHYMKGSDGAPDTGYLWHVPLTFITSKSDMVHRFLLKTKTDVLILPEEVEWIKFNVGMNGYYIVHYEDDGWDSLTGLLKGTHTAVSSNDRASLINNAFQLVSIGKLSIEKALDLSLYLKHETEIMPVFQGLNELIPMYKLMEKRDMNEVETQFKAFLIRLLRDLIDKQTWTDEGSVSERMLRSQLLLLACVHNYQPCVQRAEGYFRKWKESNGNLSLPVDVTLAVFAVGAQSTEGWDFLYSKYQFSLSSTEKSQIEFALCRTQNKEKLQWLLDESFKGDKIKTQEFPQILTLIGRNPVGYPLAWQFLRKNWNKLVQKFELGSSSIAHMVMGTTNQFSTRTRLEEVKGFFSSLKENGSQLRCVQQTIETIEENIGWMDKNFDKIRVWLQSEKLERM
# miR-122 sensor = miR-122 inhibition in Huh7 cells; 340,000 compounds, 0.3% hits; activation (reporter increase), % at 12.5 µM; Huh7 miR-122 Renilla luciferase sensor, 48 h; neutral wells = 0, positive control = 100;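 active = mean replicate activation score at least 90 and every replicate individually at or above 90; inconclusive = only one of the two criteria met; inactive = neither criterion met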;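 also: higher luciferase means less miR-122 activity so hits act as miR-122 inhibitors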
# RAD52 anneal inh = blocks human RAD52 DNA annealing | P43351 | recombinant RAD52 DNA annealing, FRET fluorescence | inhibition, % at 18.7 µM | 360,000 compounds, 0.46% hits | AID 651710;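 active = every replicate showing at least 50% inhibition; inconclusive = mean inhibition at least 50% but not in every replicate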
# RAD54 branch = blocks human RAD54 Holliday junction branch migration | Q92698 | FAM/BHQ fluorescence | inhibition, % at 10.4 µM | 360,000 compounds, 0.14% hits | AID 602329;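 active = mean normalized replicate activity at least 40 and at least half of replicates scoring 40 or more; inconclusive = only one of the two criteria met; inactive = mean below 40 and under half of replicates reaching 40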;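 also: 0% = median of neutral control wells and 100% = median of positive control wells; inhibitors cause a drop in the FAM fluorescence signal; in these data hits start at about 50%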
# PglD inh = PglD (C. jejuni) enzyme inhibition; purified PglD enzyme, DTNB colorimetric CoA detection; inhibition, % at 12.5 µM; 360,000 compounds, 0.098% hits; AID 602405; in the data active = inhibition above about 16%, passing the limit was not always enough; inconclusive = no clear call, values can overlap the other calls; also: strong numbers were not always called active
# PGC1a acetyl inh = lowers PGC1a acetylation signal in U2OS cells; inhibition, % at 15.6 µM; AlphaScreen anti-acetyl-lysine; with virally co-expressed GCN5 acetyltransferase; 350,000 compounds, 0.17% hits;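 active = every replicate shows inhibition of at least 40%; inconclusive = mean inhibition at least 40% but some replicate below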;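 also: 0% = neutral control wells and 100% = positive control wells; some results beyond the cut were filed as inactive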
# Cneo AK release = Cryptococcus neoformans lysis via adenylate kinase release. C. neoformans lysis, adenylate kinase release luminescence, 4 h; normalised: neutral wells 0, clomiphene wells 100. lysis activity, % at 15 µM. 360,000 compounds, 0.2% hits. AID 651654;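 active = mean lysis activity across replicates of at least 80%, whatever share of replicates individually reach that level; inactive = mean lysis activity below 80%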
#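 Material: C. neoformans cells; Schedule: 4 h static compound exposure, 37 °C, read 1 h post-reagent; Measured by: adenylate kinase release luminescence; Read-out: signal increase indicating cell lysis; Controls: Clomiphene as positive lysis control.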
# * hit, by the source's call; ? = inconclusive; / = no result given; [ ] = another dose, or the depositor's remark.
# Results follow in this order: E-selectin induc	ERAP1 inh	miR-122 sensor	RAD52 anneal inh	RAD54 branch	PglD inh	PGC1a acetyl inh	Cneo AK release
> COc1ccc2c3c(n(C)c2c1)[C@@H](CO)N(C(=O)C1CCCC1)CC31CN(C(=O)CC2CC2)C1
  0.2	3	/	10	/	/	1	/
> CCOC(=O)c1sc(S(C)=O)c2c1CCc1conc1-2 (stereo not given)
  0.9	4	12	-28	2	-2	4	1
> COc1ccc(OCC(=O)Nc2c3c(nn2C(C)(C)C)CS(=O)(=O)C3)cc1
  0.1	0	/	-2	-9	-2	/	-5
> Cc1c(Nc2nc(-c3ccc(Cl)cc3)cs2)c(=O)n(-c2ccccc2)n1C
  /	/	-9	/	-6	2	-8	3
> O=C1N2c3ccccc3CCc3cccc(c32)C1(O)C(F)(F)F (stereo not given)
  /	1	-3	0	4	3	-7	-3
> O=C(Cc1cccnc1)N1CC(=O)N2[C@H](CO)[C@H](c3ccc(C#CC4CC4)cc3)[C@H]2C1
  0.0	0	/	-5	/	/	7	/
> C/C=C/Cn1c(N(C)Cc2ccccc2)nc2c1c(=O)[nH]c(=O)n2C
  0.0	1	-1	-39	-3	8	10	-1
> O=C(c1cccs1)c1coc2ccc(O)cc12
  /	/	-2	/	2	1	-2	-2
> Cc1ccc(C(C)NC(=O)c2ccco2)cc1 (stereo not given)
  /	/	-8	/	-2	-4	/	1
> CCCNC(=O)C[C@H]1CC[C@H]2[C@H](COc3ccc(NC(=O)C4CCOCC4)cc3C(=O)N2C)O1
  0.1	0	3[16.7 µM]	8	-4	-1	7	0

# Complete entries, looked up by structure. Order of screens: E-selectin induc | ERAP1 inh | miR-122 sensor | RAD52 anneal inh | RAD54 branch | PglD inh | PGC1a acetyl inh | Cneo AK release
# `Cc1c(Nc2nc(-c3ccc(Cl)cc3)cs2)c(=O)n(-c2ccccc2)n1C` in the list: / | / | -9 | / | -6 | 2 | -8 | 3
# `C/C=C/Cn1c(N(C)Cc2ccccc2)nc2c1c(=O)[nH]c(=O)n2C` in the list: 0.0 | 1 | -1 | -39 | -3 | 8 | 10 | -1
# `CCOC(=O)c1sc(S(C)=O)c2c1CCc1conc1-2` (stereo not given) in the list: 0.9 | 4 | 12 | -28 | 2 | -2 | 4 | 1
# `O=C1N2c3ccccc3CCc3cccc(c32)C1(O)C(F)(F)F` (stereo not given) in the list: / | 1 | -3 | 0 | 4 | 3 | -7 | -3

# New compounds follow.
# Results follow in this order: E-selectin induc	ERAP1 inh	miR-122 sensor	RAD52 anneal inh	RAD54 branch	PglD inh	PGC1a acetyl inh	Cneo AK release
> CCCOc1c(Br)cc(C(=O)OCC(=O)NC(=O)c2cccn2C)cc1OC
  /	0	11	-2	2	2	1	0
> N#CCc1nc(CSc2nc3ccccc3o2)cs1
  /	4	0	-15	-7	1	6	-2
> COc1cccc(-c2ccc3c(c2)O[C@@H](CN(C)C)[C@@H](C)CN([C@@H](C)CO)S3(=O)=O)c1
  -0.2	0	-8[16.7 µM]	16	7	0	0	-7
> COc1ccc(S(=O)(=O)Nc2ccc3c(c2)CC(=O)N([C@@H](C)CO)C[C@@H](C)[C@@H](CN(C)C(=O)Nc2cccc4ccccc24)O3)cc1
  ?	-2	4[16.7 µM]	-14	-3	4	4	0
> CC(=O)N1[C@@H]2c3cccc(=O)n3C[C@@H]2[C@@H](CO)[C@@H]1C(=O)N[C@@H](C)c1ccccc1
  0.0	0	-5[16.7 µM]	4	-3	2	/	0
> COCCN1CCN(C(=O)c2cc(COc3cc(C)ccc3C)on2)CC1
  /	/	-8	/	6	2	-8	-2
> COc1cc(NC(=O)c2cc([N+](=O)[O-])ccc2NC(=O)CNC2CCCCC2C)cc(OC)c1 (stereo not given)
  /	-1	-1	-2	3	1	15	0
> O=C(CO/N=C/c1ccccc1OC(F)F)NC1CCCC1
  /	1	-4	-3	/	/	19	/
> C=C1C(=O)OC2/C=C(/C)CC/C=C(/C)CCC12 (stereo not given)
  /	0	/	-2	/	/	-2	4
> O=C(CN1CCN(c2ccccc2F)CC1)c1ccc2cc[nH]c2c1
  0.0	-1	-1	-21	-13	0	7	1
> C[C@H](CO)N1C[C@H](C)[C@@H](CN(C)Cc2ccc(-c3ccccc3)cc2)Oc2ccc(NC(=O)c3ccncc3)cc2CC1=O
  1.4	-1	-2[16.7 µM]	4	-3	0	-17	1
> CC(C)CN(CC(C)C)S(=O)(=O)N1CCC(C(=O)NCCN2CCOCC2)CC1
  /	/	9	/	5	7	11	1
> Cc1nc(C(F)(F)F)ccc1C(=O)N1CCC(C)(C(=O)NS(=O)(=O)C2CC2)C1 (stereo not given)
  0.5	4	1	0	9	0	-1	-3
> C[C@@H]1CN([C@@H](C)CO)C(=O)c2cccc(NC(=O)NC3CCCCC3)c2O[C@H]1CN(C)C(=O)NC1CCCCC1
  0.7	4	-7[16.7 µM]	7	-3	1	7	-3
> CCOc1cccc2sc(N(CCCN(C)C)C(=O)c3ccc(S(=O)(=O)N4CCc5ccccc5C4)cc3)nc12
  -0.3	1	-10	55*	11	2	-24	32
> Cc1ccc(S(=O)(=O)N(C)c2ccc(OCC(=O)OCc3nnc(-c4ccccc4)o3)cc2)cc1
  0.1	-3	-4	-16	3	7	-6	-8
> Cc1cccc(-n2c(O)c(C=Nc3ccccc3-c3n[nH]c(=S)[nH]c3=O)c3ccccc3c2=O)n1
  0.8	-1	4	5	/	/	-11	/
> O=C1CCCN1CCCN1C(=O)N[C@@H](Cc2ccccc2)C1=O
  /	/	-9	/	-13	-1	0	4
> CCc1cc2c(NC3CCCC3)ncnc2s1
  -0.5	8	-22	-3	5	-4	-5	-2
> CC1=NN(C(N)=S)C(=O)C1N=Nc1ccc(O)cc1 (stereo not given)
  /	4	-4	-18	-3	4	5	-3
> O=C(CSc1ccccn1)Nc1nonc1[N+](=O)[O-]
  /	5	4	2	9	8	/	-2
> N#C/C(=C(/O)CN1C(=O)c2ccccc2C1=O)c1nc2ccccc2[nH]1
  /	/	5	/	4	0	5	-2
> CCC1(CC)C(=O)C(C)(C)C(=O)OC1c1cccs1 (stereo not given)
  /	/	0	/	5	1	-32	31
> CCn1c(SCC(=O)NCCOc2ccccc2)nc2ccccc2c1=O
  /	/	-2	/	-1	-1	-7	-1
> COc1ccc2oc(=O)cc(-c3cc4cccc(OC)c4o3)c2c1
  0.1	-4	-3	-6	6	-5	0	0
> CN(C)c1cccc(C(=O)N(Cc2ccccc2)Cc2ccccc2)c1
  -0.1	-3	20	-5	-2	5	5	8
> COc1ccc(CCNc2ncnc3nc[nH]c23)cc1OC
  0.1	3	-7	-13	-5	/	-9	0
> COc1ccc(CCNC(=O)c2coc3ccccc3c2=O)cc1
  0.0	-6	/	-16	3	-1	/	-4
> Nc1nc(-c2ccccc2)c(CCCOc2ccc([N+](=O)[O-])cc2)c(=O)[nH]1
  -0.2	0	/	-6	6	1	0	13
> O=C(CSc1nnc(SCc2ccccc2)s1)N/N=C/c1c[nH]c2ccccc12
  2.9	3	/	-11	/	/	11	/
> COc1ccc(-c2csc(NC(=O)CSCc3c(C)noc3C)n2)cc1OC
  -0.2	1	-5	-36	4	0	-4	-6
> COc1ccc(NC(=S)NC(=O)Cc2ccccc2)cc1
  0.4	-3	0	-2	-4	-4	-3	73
> O=C(c1ccccc1Cl)N1CCN(c2ccccn2)CC1
  /	/	-7	/	-4	0	2	0
> O=C(Cc1ccsc1)Nc1cc(F)ccc1F
  15	-2	2	-7	-6	4	4	0
> CSCCC(NS(=O)(=O)c1ccccc1)C(=O)OCc1cc(=O)oc2cc(O)ccc12 (stereo not given)
  /	-3	22	-18	1	2	6	3
> O=C(Nc1cccc(F)c1)N1CC(=O)N2[C@H](C1)[C@@H](c1ccc(C#Cc3cccnc3)cc1)[C@@H]2CO
  0.1	0	/	-10	/	/	16	/
> CCNC(=O)C[C@@H]1CC[C@@H]2[C@H](COc3ccc(NC(=O)c4ccccc4Cl)cc3C(=O)N2C)O1
  0.0	/	8[16.7 µM]	/	-4	1	7	-7
> CC(C)NC(=O)N(C)C[C@H]1Oc2ccc(NC(=O)Nc3ccc4c(c3)OCO4)cc2CC(=O)N([C@@H](C)CO)C[C@H]1C
  0.1	-2	-4[16.7 µM]	-4	-6	-3	12	-4
> Cc1cc(C)n2cc(CSc3nnnn3-c3ccccc3C)nc2n1
  /	4	-4	-3	-2	-3	-3	1
> Nc1cc2c(cc1Br)-c1ccc(F)cc1C2=O
  0.4	1	/	7	2	0	8	1
> CCOc1ccc(-n2c(=O)c3c4c(sc3n(CC(=O)NCC3CCCO3)c2=O)CCC4)cc1 (stereo not given)
  -0.4	9	8	-14	/	/	-10	/
> COc1ccc(N2CCN(C(CNS(=O)(=O)c3cc(F)ccc3F)c3cccnc3)CC2)cc1 (stereo not given)
  /	/	-1	/	-4	-3	5	1
> COc1ccc(OC)c(NC(=S)NCc2ccc(S(N)(=O)=O)cc2)c1
  /	6	-2	-10	2	-9	6	2
> COCC(=O)Nc1ccc2c(c1)C(=O)N(C)[C@H]1CC[C@@H](CC(=O)NCc3ccccc3F)O[C@H]1CO2
  -0.1	-1	33[16.7 µM]	0	-13	0	-2	3
> O=CNc1cc(-c2ccc(C(=O)NC3CC3)cc2)cn2c(-c3ccc(F)cc3)cnc12
  /	1	/	-76	-5	4	0	-3
> COc1ccc(CNC(=O)C[C@@H]2C[C@H]3c4cc(NC(=O)CC5CC5)ccc4O[C@H]3[C@H](CO)O2)cc1
  -0.5	/	1[16.7 µM]	/	-1	0	-4	2
> CCc1ccc(C(=O)NNC(=O)CC2OC(=O)c3ccccc32)cc1 (stereo not given)
  -0.7	2	-1	-8	/	/	12	/
> O=[N+]([O-])c1ccc(Cl)c(S(=O)(=O)NC2=NCCC2)c1
  0.2	-6	/	-4	7	-1	/	0
> O=C(OCc1cc(=O)n2cc(Br)ccc2n1)c1ccc(Cl)c(S(=O)(=O)NCc2ccccc2)c1
  /	11	0	-26	4	7	-2	-3
> CCCCc1ccc(-n2nnnc2SCC(=O)Nc2cc(OC)c([N+](=O)[O-])cc2C)cc1
  0.3	/	-1	/	-12	0	2	-3

# The results go on:
# Results follow in this order: E-selectin induc	ERAP1 inh	miR-122 sensor	RAD52 anneal inh	RAD54 branch	PglD inh	PGC1a acetyl inh	Cneo AK release
> C[C@@H]1CCCCO[C@H](CN(C)C(=O)Nc2cccc3ccccc23)[C@H](C)CN([C@H](C)CO)C(=O)c2cc(NS(C)(=O)=O)ccc2O1
  -0.2	-6	-2[16.7 µM]	8	-2	5	2	-2
> CCCC#Cc1cnc2c(c1)C(=O)N([C@H](C)CO)C[C@H](C)[C@@H](CN(C)C(=O)CN1CCOCC1)O2
  -0.4	1	-1[16.7 µM]	-6	-9	0	3	-2
> CCOc1ccc(NC(=O)CN2C(=O)NC(C)(c3ccc4c(c3)OCCCO4)C2=O)cc1OCC (stereo not given)
  /	7	7	-5	10	-3	-6	3
> O=C(c1ccc(=O)n(Cc2ccccc2)n1)N1CCN(C/C=C/c2ccccc2)CC1
  /	/	0	/	-5	-1	5	-4
> COc1cc(CC(=O)N(C)CC(=O)Nc2ccc(Cl)c(C(F)(F)F)c2)cc(OC)c1OC
  /	-1	-7	-19	-9	-2	-1	0
> CCOc1ccc2c(c1)OC(c1ccccc1)(C(F)(F)F)NC2=O (stereo not given)
  20	/	0	/	-4	5	-3	1
> CCc1cc2c(=O)n(Cc3ccco3)c(SCC(=O)N(C)C3CCS(=O)(=O)C3)nc2s1 (stereo not given)
  3.5	-1	/	-17	/	/	4	/
